# MBD2 inh = inhibitors of MBD2 binding to methylated DNA, primary screen, biochemical, TR-FRET, DNA-binding domain, human. Methyl-CpG-binding domain protein 2 (Homo sapiens), Q9UBB5. MBD2 binding to methylated oligonucleotide. inhibition, % at 4.4 µM. actives 0.31% (n = 370,000). AID 686964, 2013; in the data active = inhibition above about 13%
# rCAG binder = binders of r(CAG) RNA repeats, primary screen, biochemical, fluorescence; AID 651821, 2012; actives 1.3% (n = 370,000); inhibition, % at 3 µM; r(CAG) RNA repeat, TO-PRO-1 dye displacement fluorescence;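 active = inhibition above the plate cutoff, the mean of all test compounds on that plate plus 3 SD, cut at about 35% in these data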;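 also: 0% = DMSO alone and 100% = 100 µM mitoxantrone as full dye displacement; higher means more dye released from RNA so lower well fluorescence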
# TDP2 absorb = human TDP2 enzyme inhibitors, primary screen, biochemical, epi absorbance, recombinant enzyme; T5PNP hydrolysis, p-nitrophenol absorbance 415 nm; inhibition, % at 12.8 µM; Tyrosyl-DNA phosphodiesterase 2 (Homo sapiens), O95551; actives 0.34% (n = 370,000);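 active = inhibition above the mean of all tested compounds plus 3 SD, set per campaign, cut at about 25% in these data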;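 also: 0% = DMSO with enzyme and 100% = buffer with substrate but no TDP2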
# Target sequence (O95551 whole entry, looked up): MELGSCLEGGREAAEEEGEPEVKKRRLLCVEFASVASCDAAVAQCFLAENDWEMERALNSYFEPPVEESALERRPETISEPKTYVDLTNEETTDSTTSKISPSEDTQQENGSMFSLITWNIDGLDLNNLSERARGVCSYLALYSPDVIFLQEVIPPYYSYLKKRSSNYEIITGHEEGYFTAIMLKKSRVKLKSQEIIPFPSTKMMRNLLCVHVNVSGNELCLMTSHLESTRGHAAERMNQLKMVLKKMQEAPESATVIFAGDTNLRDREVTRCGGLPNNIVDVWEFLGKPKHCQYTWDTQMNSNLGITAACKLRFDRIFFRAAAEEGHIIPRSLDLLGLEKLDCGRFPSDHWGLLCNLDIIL
#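 System – recombinant human TDP2 · Amount – 120 nM TDP2 per well · Buffer or medium – Mg2+-containing Tris-HCl buffer, pH 7.5 · Reagent – T5PNP substrate, 5 mM · Dosing – 12.8 µM single point, 1% DMSO · Incubation – 2 h at 37 °C · Measured by – epi absorbance · Read-out basis – percent inhibition · Benchmarks – high control without enzyme, low control DMSO plus TDP2 · Repeats – singlicate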
# HTRA1 inhibitor = HTRA1 serine protease inhibitors, primary screen, biochemical, fluorescence polarization, HTS | Q92743 | actives 0.5% (n = 340,000) | recombinant HTRA1, FP-rhodamine activity-based probe | AID 504803, 2011 | inhibition, % at 5.96 µM; in the data active = inhibition above about 36%;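 also: 0% = enzyme with DMSO and 100% = wells lacking enzyme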
# PRMT1 inh = PRMT1 methyltransferase inhibitors, primary screen, biochemical, fluorescence polarization; inhibition, % at 2.79 µM; recombinant PRMT1, activity-based probe fluorescence polarization; Protein arginine N-methyltransferase 1 (Homo sapiens), Q99873; actives 1.3% (n = 370,000); AID 652257, 2013;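 active = inhibition above about 21% made by adding two undisclosed values, limit read from the data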
# Target sequence (Q99873 whole entry, looked up): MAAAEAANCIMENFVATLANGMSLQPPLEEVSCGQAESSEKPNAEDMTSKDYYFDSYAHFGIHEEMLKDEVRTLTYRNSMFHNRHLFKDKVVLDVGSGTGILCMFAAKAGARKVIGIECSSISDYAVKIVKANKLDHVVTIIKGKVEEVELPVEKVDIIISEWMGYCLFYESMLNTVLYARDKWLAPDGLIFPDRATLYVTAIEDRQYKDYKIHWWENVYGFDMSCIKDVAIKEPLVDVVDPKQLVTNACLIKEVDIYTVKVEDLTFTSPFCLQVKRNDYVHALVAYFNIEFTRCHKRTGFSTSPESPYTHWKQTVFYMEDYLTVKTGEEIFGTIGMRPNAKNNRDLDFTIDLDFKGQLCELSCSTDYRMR
# ABHD4 inh = ABHD4 inhibitors, primary screen, biochemical, fluorescence polarization, mouse | purified mABHD4, FP-Rh probe fluorescence polarization | inhibition, % at 8.92 µM | actives 0.54% (n = 370,000) | AID 720543, 2013;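 active = inhibition exceeding the mean over every tested compound plus 3 SD, cut at about 30% in these data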;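 also: 0% = plate median of compound wells and 100% = S159A mutant with DMSO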
# Target sequence (Q8VD66 whole entry, looked up): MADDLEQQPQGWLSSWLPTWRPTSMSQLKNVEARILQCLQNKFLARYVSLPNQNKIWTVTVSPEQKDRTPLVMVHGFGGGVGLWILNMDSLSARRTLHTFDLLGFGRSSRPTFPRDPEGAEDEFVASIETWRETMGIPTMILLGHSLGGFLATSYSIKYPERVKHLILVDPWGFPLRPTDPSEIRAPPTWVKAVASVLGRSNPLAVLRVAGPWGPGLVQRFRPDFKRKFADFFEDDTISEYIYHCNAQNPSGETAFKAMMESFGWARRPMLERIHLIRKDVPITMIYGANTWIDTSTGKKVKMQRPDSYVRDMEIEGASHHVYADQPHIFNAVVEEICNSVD
#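 Test system: mouse ABHD4 enzyme, wild type. Reagent: FP-Rh fluorescent activity-based probe, added after compound pre-incubation. Timing: pre-incubation 45 min, probe exposure 60 min, at 25 °C. Technique: FP readout, ex 525 nm / em 598 nm. Benchmarks: high control S159A mutant with DMSO, low control median of compound wells.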
# LEDGF integ inh = blockers of LEDGF/p75-dependent integrase strand transfer – biochemical, TR-FRET, high throughput, primary screen. actives 0.64% (n = 370,000). AID 743269, 2014. HIV-1 integrase (with human LEDGF/p75). inhibition, % at 3.7 µM. TR-FRET IN-LEDGF/p75 DNA integration, Eu/Cy5;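 active = inhibition above the screen-wide mean plus 3 SD, cut at about 13% in these data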;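 also: signal is the Cy5 over europium emission ratio at 671 and 618 nm; 0% = plate median of compound wells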
# SIAE primary = human SIAE inhibitors, primary screen, biochemical, fluorescence polarization, FP-Rh probe, 1536-well HTS; SIAE FP-Rh probe binding; inhibition, % at 9.66 µM; AID 1053197, 2014; actives 0.69% (n = 370,000);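 active = inhibition above a cutoff: mean of compounds within the control limits plus 3 SD of those, cut at about 17% in these data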;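 also: 0% = plate median of compound wells and 100% = probe without SIAE protein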
# NPR2 activator = human GC-B receptor activators, primary screen, HEK293 GC-B cells, cGMP TR-FRET, EC30 CNP; Atrial natriuretic peptide receptor 2 (Homo sapiens), P20594; 0% at EC30 CNP, 100% saturating CNP; activation, % at 10 µM; actives 0.11% (n = 370,000);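 active = activation at 10 µM reaching about 35% in either raw or pattern-adjusted values, limit read from the data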
# TCR CD3 inh = inhibitors of human TCR-CD3 interaction, primary screen, biochemical, fluorescence, TAMRA-labeled TCR probe. T-cell receptor (TCR). inhibition, % at 9.4 µM. actives 0.37% (n = 360,000). AID 651800, 2012; in the data active = inhibition above about 19%;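 also: recombinant mutant TCR 2C K166C tagged with TAMRA read by polarization; 0% = receptor in buffer alone and 100% = receptor with positive control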
# Active calls of the source: *; . = not tested or not shown.
# Fields: MBD2 inh	rCAG binder	TDP2 absorb	HTRA1 inhibitor	PRMT1 inh	ABHD4 inh	LEDGF integ inh	SIAE primary	NPR2 activator	TCR CD3 inh
(1) COc1ccc(Nc2nnc(SCC3CCCCO3)s2)cc1 (stereo unspecified)
    6	-4	-4	7	-6	4	-1	0	4	-7
(2) COc1ccc(S(=O)(=O)N2CCOC2CNC(=O)C(=O)NCCCc2ccccc2)cc1 (stereo unspecified)
    -6	-3	1	-4	0	7	-2	0	0	2
(3) CCC(C)[C@H](N)c1nnc(SCC(=O)Nc2ccc(C)cc2C)o1 (stereo partly specified)
    -2	2	12	-3	0	5	2	-1	4	7
(4) COC1=CC(=O)OC(c2ccc(C#N)cc2)C1 (stereo unspecified)
    2	2	-2	.	1	3	-3	-1	-4	-4
(5) CC(=O)N[C@H]1[C@H](OCc2ccccc2F)O[C@H](COC(C)=O)[C@@H](OC(C)=O)[C@@H]1OC(C)=O
    0	-1	2	12	-2	-3	1	-3	6	7
(6) COc1ccc(C(=O)Cn2cc([N+](=O)[O-])nc2C)cc1
    2	3	9	7	-1	3	5	3	8	3
(7) CN1CCN(c2c([N+](=O)[O-])cnc3ccccc23)CC1
    -1	0	-7	7	-2	2	5	7	3	-6
(8) O=C(NC(=S)Nc1ccccc1N1CCOCC1)c1cccc([N+](=O)[O-])c1
    0	-3	0	-9	2	-2	-1	0	-1	-5
(9) O=S(=O)(c1ccccc1)c1nc(-c2ccccc2)oc1N1CCOCC1
    3	-5	6	-5	13	-1	-5	-2	0	-5
(10) CCOc1ccc(NC(=O)NCCCSC2CCCCC2)cc1
    -1	0	-1	0	0	-3	-4	0	3	-3
(11) CC(CNC(=O)CC[C@H]1O[C@@H](n2ccc(=O)[nH]c2=O)[C@H](O)[C@@H]1O)c1ccccc1 (stereo partly specified)
    0	1	6	.	1	2	3	8	-2	-7
(12) CC1CCN(CC(=O)Nc2nn(-c3ccccc3)nc2C(N)=O)CC1
    0	1	-10	-2	0	-1	2	-2	-4	-1
(13) Cc1nc2sccn2c(=O)c1S(=O)(=O)Nc1cccc(Cl)c1C
    2	2	-4	-1	0	6	-3	1	-5	-8
(14) COc1ccc(Oc2cccc3c2S(=O)(=O)N(C2CC2)C[C@@H](COCc2ccccc2)O3)cc1
    2	8	-4	.	0	-12	-1	-5	2	1
(15) CC(=O)N1c2ccccc2C2(C)C(C1(C)C)C2(Cl)Cl (stereo unspecified)
    4	-4	0	17	0	1	1	-3	1	1
(16) COc1cc(/C=C2/C(=N)N3C=CSC3=NC2=O)ccc1OCCCOc1c(C)cccc1C
    -5	2	4	-28	-3	-14	2	7	0	11
(17) COc1ccc(-n2c(Cc3cccn3C)nnc2SCC(=O)Nc2ccc(C)c(Cl)c2)cc1
    -2	8	1	-39	5	-7	0	-4	-9	0
(18) CC(=O)Nc1ccc(-c2csc(N/N=C\c3ccncc3)n2)cc1
    6	12	2	.	10	13	3	4	5	-8
(19) CN(C(=O)c1ccccc1OCc1ccc(Cl)cc1)c1ccccc1
    0	-9	-8	-14	0	-4	-1	2	-15	-3
(20) CC(=O)OCC(=O)Nc1cc(S(=O)(=O)N2CCCCCC2)ccc1Cl
    0	-1	18	12	0	2	3	-1	6	2
(21) CC(C)(NC(=O)NC(CO)c1ccccc1)c1cccc(C(C)(C)NC(=O)NC(CO)c2ccccc2)c1 (stereo unspecified)
    1	-8	9	-3	-4	0	-2	8	-2	-1
(22) CSc1sc(-c2nnc(SCC(=O)Nc3ccccc3)n2C)c2c1C=CCC2
    2	-2	-7	.	3	-2	-9	-8	-6	-2
(23) COc1cccc(C(NC(C)=O)c2nc(-c3csc4ccccc34)cs2)c1 (stereo unspecified)
    -6	3	7	.	1	-18	0	-10	1	5
(24) COC(=O)c1ccccc1-n1cc(COC(=O)NCCc2ccccc2)nn1
    -1	1	5	.	0	5	-3	-3	3	.
(25) CC(SCc1ccc(C(=O)O)o1)c1ccc(C(=O)O)o1 (stereo unspecified)
    5	-1	5	-1	2	2	4	-1	4	6
(26) CN1CCCN(C(=O)CNC(=O)c2ccccc2F)CC1
    -4	0	-10	13	-9	-3	0	2	-1	3
(27) COc1ccccc1CNc1ccc(C(=O)O)cc1
    6	-1	0	-2	-1	-1	-3	2	3	-7
(28) COc1ccccc1N1CCN(C2CCCN(C(=O)c3cccc(-c4ccco4)c3)C2)CC1 (stereo unspecified)
    3	-5	0	-5	0	-4	1	5	4	-2
(29) CN1CCN(C(=O)c2cn(C)c3ccc(S(=O)(=O)N(C)C4CCCCC4)cc3c2=O)CC1
    -6	1	-3	2	-6	3	-3	6	-2	-6
(30) CCN1CCC(NC(=O)Nc2ccc(F)cc2)CC1
    -8	-3	-8	1	-3	1	-3	0	-3	5

# Compound profiles, from the list above. Values in the order: MBD2 inh | rCAG binder | TDP2 absorb | HTRA1 inhibitor | PRMT1 inh | ABHD4 inh | LEDGF integ inh | SIAE primary | NPR2 activator | TCR CD3 inh
# COc1ccc(S(=O)(=O)N2CCOC2CNC(=O)C(=O)NCCCc2ccccc2)cc1 (stereo unspecified) as listed: -6 | -3 | 1 | -4 | 0 | 7 | -2 | 0 | 0 | 2
# CSc1sc(-c2nnc(SCC(=O)Nc3ccccc3)n2C)c2c1C=CCC2 as listed: 2 | -2 | -7 | . | 3 | -2 | -9 | -8 | -6 | -2

# Compounds from the list above that have fluorine, in the order listed:
# Fields: MBD2 inh	rCAG binder	TDP2 absorb	HTRA1 inhibitor	PRMT1 inh	ABHD4 inh	LEDGF integ inh	SIAE primary	NPR2 activator	TCR CD3 inh
(5) CC(=O)N[C@H]1[C@H](OCc2ccccc2F)O[C@H](COC(C)=O)[C@@H](OC(C)=O)[C@@H]1OC(C)=O
    0	-1	2	12	-2	-3	1	-3	6	7
(26) CN1CCCN(C(=O)CNC(=O)c2ccccc2F)CC1
    -4	0	-10	13	-9	-3	0	2	-1	3
(30) CCN1CCC(NC(=O)Nc2ccc(F)cc2)CC1
    -8	-3	-8	1	-3	1	-3	0	-3	5

# (listing goes on)
# Fields: MBD2 inh	rCAG binder	TDP2 absorb	HTRA1 inhibitor	PRMT1 inh	ABHD4 inh	LEDGF integ inh	SIAE primary	NPR2 activator	TCR CD3 inh
(31) O=C(NC12CC3CC(CC(C3)C1)C2)C1=COCCO1
    4	0	-7	0	-2	-6	2	-5	3	-2
(32) Cc1c(Br)c(C(F)(F)F)nn1CC(=O)N1CCCC1
    -3	-1	5	1	-2	1	-2	6	2	8
(33) COc1ccc(COC(=O)N/N=C(\C)CC(=O)Nc2ccc(Cl)cn2)cc1
    -3	0	6	.	-2	-3	4	13	2	3
(34) Cc1ccc(NC(=O)CSc2nnc(C3CC3)n2CC2CCCO2)c(C)c1 (stereo unspecified)
    -2	-6	-18	-8	-3	3	-1	-2	0	5
(35) CCOc1ccc(N2CC(C(=O)Nc3ccccc3OC)CC2=O)cc1 (stereo unspecified)
    2	-6	7	-1	-2	-1	-2	-3	-2	4
(36) O=C(CNC(=O)c1ccccc1F)OCC(=O)N1CCCCC1
    12	1	11	3	7	8	-2	0	-1	-4
(37) CCOc1ccccc1C1CC(c2ccc(Br)cc2)Nc2nc(N)nn21 (stereo unspecified)
    3	1	6	-2	3	4	-2	2	-11	-2
(38) CCc1ccc(C(=O)COC(=O)C(CCSC)NC(=O)c2ccccc2)cc1 (stereo unspecified)
    2	-1	-5	-15	-3	-1	2	0	5	8
(39) CCOc1ccc(N(CC(=O)NCCOc2ccc(C)cc2)S(=O)(=O)c2ccccc2)cc1
    0	-5	5	-8	6	0	-1	1	-3	1
(40) O=C(CN1C(=O)C(=O)N(Cc2ccco2)C1=O)Nc1ccc(F)c(F)c1F
    -1	11	-7	2	0	-2	1	-2	8	2
(41) COc1cccc(C(=O)Nc2ccc3c(c2)n(C)c(=O)n3C)c1
    1	16	-2	-12	1	-4	1	1	2	5
(42) Cc1cc(Oc2ccccc2)nc(-c2ccccc2)n1
    -2	-4	3	-1	0	1	-2	2	-5	2
(43) Cc1cc(C)nc(N2CCC(C(=O)NCCc3ccccc3)CC2)n1
    -2	-4	-8	2	-2	0	5	5	6	4
(44) CCOc1ccccc1NC(=O)COC(=O)c1c(CC)noc1C
    4	-4	4	-11	1	-3	-1	7	-2	-6
(45) CCCCn1c(SCC(=O)NCc2cccs2)nc2c1c(=O)n(C)c(=O)n2C
    -3	-4	-3	6	0	0	1	0	-1	2
(46) CCOC(=O)C1CCCN(C(=O)c2ccc(OC(C)=O)cc2)C1 (stereo unspecified)
    4	-4	5	3	-1	-1	0	5	1	4
(47) CCC(=O)c1ccc(N2CCN(C(=O)c3ccccc3F)CC2)c(F)c1
    -1	-5	-7	-5	0	4	-2	-1	-2	2
(48) C1=CC(c2cc3ccccc3o2)OC(CCc2ccccc2)C1 (stereo unspecified)
    -4	-2	1	-10	3	2	-1	-4	3	-1
(49) Cc1ccccc1OCC(=O)OCC(=O)NC1CCCC1
    0	0	1	7	0	1	-1	-3	-9	4
(50) CCOC(=O)C1=C(C)NC(=O)NC1c1ccc(-c2ccccc2F)o1 (stereo unspecified)
    5	-4	-5	-15	7	-1	-2	-2	-4	-4
(51) CCOC(=O)CSc1nc(N2CCOCC2)c2c(c1C#N)CC(C)(C)N(C)C2
    -7	-1	15	7	2	4	2	9	5	4
(52) CN(C)S(=O)(=O)c1cccc(C(=O)OCC(=O)NC2CCCc3ccccc32)c1 (stereo unspecified)
    -4	-4	-2	-3	-3	-7	-2	7	6	3
(53) CNC(=O)c1ccc(-c2cc(C(F)(F)F)nn2C)s1
    4	-4	-1	.	3	7	-1	-6	1	-1

# Random excerpt: 3 records from the list.
# Fields: MBD2 inh	rCAG binder	TDP2 absorb	HTRA1 inhibitor	PRMT1 inh	ABHD4 inh	LEDGF integ inh	SIAE primary	NPR2 activator	TCR CD3 inh
(32) Cc1c(Br)c(C(F)(F)F)nn1CC(=O)N1CCCC1
    -3	-1	5	1	-2	1	-2	6	2	8
(47) CCC(=O)c1ccc(N2CCN(C(=O)c3ccccc3F)CC2)c(F)c1
    -1	-5	-7	-5	0	4	-2	-1	-2	2
(43) Cc1cc(C)nc(N2CCC(C(=O)NCCc3ccccc3)CC2)n1
    -2	-4	-8	2	-2	0	5	5	6	4

# This is a subset. The share of hits here may be higher or lower than overall.
